# TAAR1 agonist = human TAAR1 agonists, primary screen, Fluo-8 calcium fluorescence, CHO RD-HGA16 cells. vehicle wells 0%, saturating PEA agonist 100%. Trace amine-associated receptor 1 (Homo sapiens), Q96RJ0. 0.99% of 360,000 active. AID 624467, 2012. activation, % at 3 µM;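 active means activation above the mean activation of all test compounds in the run plus 3 SD, cut at about 38% in these data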
# Target sequence (Q96RJ0 whole entry, looked up): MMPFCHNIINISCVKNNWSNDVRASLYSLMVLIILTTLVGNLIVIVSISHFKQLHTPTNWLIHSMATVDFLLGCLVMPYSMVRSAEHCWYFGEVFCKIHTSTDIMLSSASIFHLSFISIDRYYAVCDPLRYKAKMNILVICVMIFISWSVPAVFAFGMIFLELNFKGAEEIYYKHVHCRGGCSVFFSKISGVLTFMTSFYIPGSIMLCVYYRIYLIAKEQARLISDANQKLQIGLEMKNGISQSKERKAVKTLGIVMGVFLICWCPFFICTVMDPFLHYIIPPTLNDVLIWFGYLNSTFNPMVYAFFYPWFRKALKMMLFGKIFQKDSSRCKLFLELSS
#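 Assay system – CHO-derived RD-HGA16 cells with stable Gα16 and human TAAR1 · Compound dosing – one-point dosing at 3 µM (nominal) · Incubation – 17-24 h seeding, 75 min 37 °C dye, 30 min RT · Measured by – kinetic Fluo-8 calcium fluorescence · Control set – DMSO vehicle as 0%, PEA at EC100 as 100% · Repeats – single well for each compound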
# CHRM1 antagonist = human M1 muscarinic receptor antagonists, primary screen, CHO-K1 cells, Fluo-8 calcium fluorescence, 1536-well; Muscarinic acetylcholine receptor M1 (Homo sapiens), P11229; 1.3% of 360,000 active; AID 588852, 2011; CHO-K1 hM1, ACh EC80 antagonist; inhibition, % at 3 µM;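 active means percent inhibition above its own plate's cutoff, namely the mean of that plate's compound wells plus 3 SD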;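 further: peak over basal fluorescence ratio during 140 s after agonist addition; 0% = ACh EC80 plus DMSO and 100% = DMSO alone without agonist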
# Target sequence (P11229 whole entry, looked up): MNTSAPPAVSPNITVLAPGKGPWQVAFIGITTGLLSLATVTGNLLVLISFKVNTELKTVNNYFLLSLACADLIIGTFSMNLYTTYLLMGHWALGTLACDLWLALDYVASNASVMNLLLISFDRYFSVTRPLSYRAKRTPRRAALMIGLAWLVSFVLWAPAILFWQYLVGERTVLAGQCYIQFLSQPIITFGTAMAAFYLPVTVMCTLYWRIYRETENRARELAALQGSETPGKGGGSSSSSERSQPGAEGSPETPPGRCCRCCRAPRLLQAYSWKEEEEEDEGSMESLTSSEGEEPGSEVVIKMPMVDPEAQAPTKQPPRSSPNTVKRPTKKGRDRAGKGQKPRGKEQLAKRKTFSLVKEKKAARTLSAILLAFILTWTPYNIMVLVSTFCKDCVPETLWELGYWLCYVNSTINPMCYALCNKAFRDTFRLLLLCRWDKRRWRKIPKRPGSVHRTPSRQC
# M1 ag parental = counter-screen for M1 agonists: effect in parental CHO-K1 cells. Fluo-8 calcium fluorescence; scaled to maximal ATP response, vehicle zero. activation, % at 3 µM. 0.48% of 360,000 active. AID 602248, 2012; in the data active means activation above about 15%;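 further: untransfected CHO-K1 host cells lacking M1 receptor as counterscreen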
# CHRM1 PAM = human M1 muscarinic receptor positive allosteric modulators, primary screen, CHO-K1 cells, Fluo-8 calcium fluorescence, 1536-well; Muscarinic acetylcholine receptor M1 (Homo sapiens), P11229; CHO-K1 hM1, ACh EC20; 0% = ACh EC20, 100% = maximal ACh; activation, % at 3 µM; 0.088% of 360,000 active; in the data active means activation above about 19%, passing the limit was not always enough
# M1 PAM parental = nonselective calcium activators in parental CHO-K1 cells, primary screen, counter-screen for M1 PAM project, cell-based, Fluo-8 calcium fluorescence, full deck, 1536-well; activation, % at 3 µM; 0.02% of 360,000 active; ATP EC20; 0% at ATP EC20, 100% at ATP max;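 active means activation above the run cutoff, the mean activation of all test compounds plus 3 SD, cut at about 40% in these data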;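 further: peak over basal fluorescence ratio in a 140 s read after ATP addition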
# CHRM1 agonist = human M1 muscarinic receptor agonists, primary screen, Fluo-8 calcium fluorescence, CHO-K1 cells, HTS; Muscarinic acetylcholine receptor M1 (Homo sapiens), P11229; CHO-K1 hM1, agonist mode; 0% DMSO, 100% acetylcholine EC100; activation, % at 3 µM; 0.33% of 360,000 active; AID 588814, 2011;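 active means activation above the run's mean compound activation plus 3 SD, cut at about 16% in these data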;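 further: peak over basal fluorescence ratio within a 140 s kinetic read after compound addition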
# TAAR1 antagonist = human TAAR1 antagonists, primary screen, Fluo-8 calcium fluorescence, CHO RD-HGA16 cells | antagonist | AID 624466, 2012 | inhibition, % at 3 µM | Trace amine-associated receptor 1 (Homo sapiens), Q96RJ0 | 1.5% of 360,000 active;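 active means inhibition above a per-plate cutoff, the mean inhibition of test compounds on that plate plus 3 SD, cut at about 49% in these data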;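 further: 0% = DMSO plus EC80 beta-PEA response and 100% = DMSO alone without agonist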
#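 Test system: hTAAR1-expressing CHO RD-HGA16 cells, Gα16-coupled; Probe or stimulus: EC80 β-phenethylamine stimulus; Compound dosing: single nominal final test compound concentration of 3 µM; Timing: 140 s kinetic read after compound, 140 s after agonist; Signal: Fluo-8 calcium-sensitive fluorescence; Measure: % inhibition of agonist calcium response; Controls: DMSO and EC80 PEA controls.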
# CHO-K1 Ca antag = M1 antagonist counterscreen hit in parental CHO-K1 cells; AID 602250; inhibition, % at 3 µM; 0.6% of 360,000 active; ATP-induced calcium, Fluo-8 fluorescence;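 active means inhibition above a per-plate cutoff, the plate's mean sample inhibition plus 3 SD, cut at about 24% in these data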;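 further: 0% = DMSO plus EC80 ATP and 100% = DMSO alone without ATP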
# CHO parental Ca = ATP-evoked calcium signal inhibitors, parental CHO, primary screen, counter-screen for OX1R antagonist project, cell-based, fluorescence, Fluo-8 calcium dye; parental CHO-K1, ATP-induced calcium, Fluo-8 fluorescence; inhibition, % at 5.6 µM; 0.63% of 330,000 active;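 active means inhibition above that plate's mean sample inhibition plus 3 SD, cut at about 26% in these data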;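 further: 0% = ATP-challenged DMSO wells and 100% = DMSO wells without ATP; some compounds past the cut are filed as inactive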
#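 Material: Parental CHO cells | Reagent: ATP | Compound dosing: Single nominal dose of 5.6 µM per compound | Detection: Intracellular calcium via Fluo-8 no-wash fluorescent dye | Read-out: % inhibition of ATP-induced calcium mobilization | Benchmarks: Low control ATP plus DMSO, high control DMSO only | Replicates: Singlicate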
# Numbers without * were called inactive; nt = no result given.
SMILES,TAAR1 agonist,CHRM1 antagonist,M1 ag parental,CHRM1 PAM,M1 PAM parental,CHRM1 agonist,TAAR1 antagonist,CHO-K1 Ca antag,CHO parental Ca
O=C(COC(=O)C1CC1)NCCc1ccc(Cl)cc1,-0.3,-1.1,0.1,5.4,-27.8,-1.5,-11.3,21.0,nt
CC(C)N(C)Cc1nnnn1CC(=O)N(C)Cc1ccc(F)cc1,1.5,-7.5,0.8,3.0,9.1,-5.2,6.9,-6.6,-14.0
COCCCNC(=O)CSC1=Nc2ccccc2C2=NC(Cc3c[nH]c4ccccc34)C(=O)N12 (stereo not given),7.0,-9.1,0.0,7.6,6.6,-1.7,11.4,10.5,-4.7
CC1CCN(CCCn2c(SCC(=O)Nc3ccccc3Cl)nc3ccccc3c2=O)CC1,0.4,-8.3,4.8,1.3,14.5,-4.9,-3.9,-12.8,-13.1
COc1ccccc1C(=O)N1c2ccccc2Sc2ccccc21,-2.0,-8.8,-0.6,1.2,9.1,-7.6,-13.9,1.7,-14.6
COc1ccc(OCCCN2CCCC(C)C2)cc1 (stereo not given),5.5,0.6,-0.1,0.1,13.2,-6.2,-4.2,-6.4,-6.1
O=C(CNC(=O)c1ccc2ccccc2c1)NC1CCCCC1,3.6,1.4,0.2,4.3,-14.7,-4.9,-4.1,-8.6,-6.2
N=C1c2ccccc2CN1NC(=O)COc1ccc(Cl)cc1,0.7,-11.7,0.3,10.7,18.8,-3.9,13.8,-7.1,-17.7
CN(CC(=O)NC1CCCc2ccccc21)C1CCCCC1 (stereo not given),13.7,-1.6,1.1,5.2,11.7,-14.9,4.5,-18.0,-8.7
Cn1c(N)c(C(=O)COC(=O)c2cc(C3CC3)nc3ccccc23)c(=O)n(C)c1=O,26.1,3.4,0.6,-1.8,2.3,-5.1,41.4,-3.0,-22.9
CC(C)(C)OC(=O)N1CCC(CC2CC(c3cccc(Br)c3)=NO2)(C(=O)O)CC1 (stereo not given),8.2,4.0,0.0,-1.4,7.4,-0.9,-14.9,-11.1,-7.4
CC(=O)Nc1ccc2c(c1)C(=O)c1cccc(C(=O)O)c1-2,2.6,-6.6,0.1,-3.9,-5.0,-0.6,-5.5,-8.9,nt

# Copied from the entries so far, 3 compounds:
SMILES,TAAR1 agonist,CHRM1 antagonist,M1 ag parental,CHRM1 PAM,M1 PAM parental,CHRM1 agonist,TAAR1 antagonist,CHO-K1 Ca antag,CHO parental Ca
COc1ccc(OCCCN2CCCC(C)C2)cc1 (stereo not given),5.5,0.6,-0.1,0.1,13.2,-6.2,-4.2,-6.4,-6.1
O=C(CNC(=O)c1ccc2ccccc2c1)NC1CCCCC1,3.6,1.4,0.2,4.3,-14.7,-4.9,-4.1,-8.6,-6.2
N=C1c2ccccc2CN1NC(=O)COc1ccc(Cl)cc1,0.7,-11.7,0.3,10.7,18.8,-3.9,13.8,-7.1,-17.7

# Following part
SMILES,TAAR1 agonist,CHRM1 antagonist,M1 ag parental,CHRM1 PAM,M1 PAM parental,CHRM1 agonist,TAAR1 antagonist,CHO-K1 Ca antag,CHO parental Ca
Cc1ccc(S(=O)(=O)N2CCN(S(C)(=O)=O)C2c2ccccc2)cc1 (stereo not given),-0.5,-23.7,2.0,4.8,19.4,-0.2,18.4,-1.5,-21.0
Cc1c2cnn(-c3ccccc3)c(=O)c2c(C)n1CCCC(=O)N1CCN(c2ncccn2)CC1,4.0,-3.8,2.2,1.3,8.8,-5.0,7.5,-14.2,nt
Cc1ccc(S(=O)(=O)N2CCCc3cc(NC(=O)c4c(F)cccc4F)ccc32)cc1,-1.0,-1.6,-0.5,3.9,12.9,-5.4,15.9,-18.2,-11.5
Cc1nn(-c2cc(C)c3ccccc3n2)c2c1CCC2,11.9,-2.2,-0.5,-3.1,-7.5,-4.5,-6.2,4.2,-8.9
CCOC(=O)C(=CNc1ccccc1N1CCOCC1)C(=O)OCC,2.1,3.8,-0.7,1.2,-21.8,-3.4,-84.3,20.1,-31.6
CCOc1c(C)cc(S(=O)(=O)NCc2cccnc2)c(C)c1C,-0.1,-4.0,2.5,-0.2,14.8,-2.5,6.1,-5.8,-15.0
CC(=O)C1(O)C(C)CC2C3CC(F)C4(O)CC(O)CCC4(C)C3CCC21C (stereo not given),6.5,1.0,3.9,-3.0,5.1,0.6,4.6,-11.4,nt
COC(=O)[C@@]1(C)[C@H]2C(=O)N(Cc3ccccc3)C(=O)[C@H]2[C@H]2CN=C(SC)N21,1.7,-10.2,-0.3,5.4,9.8,-4.5,3.2,-11.6,-10.7
COc1cccc(CNCc2ccc(C(=O)O)cc2)c1OC,5.9,4.8,0.1,-2.7,-7.3,-7.3,-12.7,16.1,-0.2
CCCC(=O)NC1=C(C#N)C2(CCCC2)Cc2ccccc21,7.6,-0.1,-0.5,10.1,12.5,-0.5,-2.5,-3.2,-4.6
NC(=O)c1ccccc1N/C=C/C(=O)c1ccco1,4.7,9.7,0.4,5.0,17.0,-2.5,-1.1,-10.8,9.3
Cc1[nH]c2ccc(C(=O)NCCN3CCCCCC3)cc2c1C,2.1,-9.6,1.1,6.8,4.3,-5.6,-5.3,-6.6,-7.6
Cn1[nH]cc(C=NC(N)=O)c1=O,2.3,-7.7,1.0,1.8,19.0,0.5,-2.0,-12.6,nt
COc1ccc(NC(=O)c2ccco2)cc1NC(=O)c1cccs1,0.3,4.3,0.1,-3.4,22.2,-3.4,9.4,-12.3,-10.8
Cc1cc2c(ncn2C(C)C)c(NS(=O)(=O)c2ccc(F)cc2)c1C,0.2,-8.7,0.3,11.0,11.8,-9.6,0.7,-6.1,-24.7
Nc1ccccc1N1CCOCC1,5.9,-12.8,0.8,7.2,5.0,-2.7,-7.8,9.6,-9.9
CN(CCOc1cccc2ccccc12)Cc1ccccc1,-2.2,-13.7,0.2,6.2,14.4,-2.8,-5.3,-10.1,-19.8
O=C(O)CCn1c(SCc2cccc3ccccc23)nc2ccccc21,0.8,-11.5,0.5,10.1,13.4,-5.1,-0.9,-3.8,-8.0
Cc1ccc2cc(CN(C(=O)c3cccs3)c3ccccc3)c(=O)[nH]c2c1,2.4,-9.1,0.6,6.2,16.1,-0.4,-22.5,-12.1,7.1
CCN(CC)C(=O)Oc1cc(COC)nc(-c2ccccc2)n1,0.9,-2.2,11.5,4.7,6.7,-3.1,-23.6,2.3,-20.4
Cc1cc(C(=O)NNC(=O)c2cccs2)nn1C(C)(C)C,-0.4,5.2,0.1,5.9,13.2,-0.1,6.2,4.6,-7.1
CCOC(=O)C1CCCN(C(=O)CN(c2ccc(OC)cc2)S(=O)(=O)c2c(C)noc2C)C1 (stereo not given),0.3,-12.1,1.0,2.4,15.6,-0.3,-5.1,-11.3,-12.1
Cc1cc(Nc2ccc(F)cc2F)n2ncnc2n1,0.1,-8.8,0.6,3.9,20.4,-5.9,11.1,-3.8,-5.5
COc1cc(C(=O)NCCNC(=O)c2cnccn2)cc(OC)c1OC,-0.9,-7.1,0.6,11.0,11.4,-0.7,-0.6,-18.0,-1.7
Cc1cc(C)cc(N(CC(=O)N2CCc3ccccc32)S(=O)(=O)c2c(C)noc2C)c1,-1.2,-15.1,0.0,6.0,6.0,-1.4,2.1,-0.2,-16.9
CC(C)OC(=O)c1sc2nc(-c3ccccc3)ccc2c1N,18.6,14.3,0.5,-9.2,6.9,-3.9,-11.3,-20.1,-1.3
CC(Sc1nccn1C)C(=O)Nc1ccc(Cl)cn1 (stereo not given),0.3,11.9,0.0,-4.6,-26.4,-2.9,-1.4,-11.5,-11.2
COc1ccc(NC(=O)CNC(c2ccccc2)c2ccccc2)cc1,3.5,-14.8,1.9,9.1,25.7,-5.3,3.7,-13.0,-12.9
Cc1ccc(C2C3C(=O)N(c4ccccc4)C(=O)C3N3CCCN23)cc1 (stereo not given),0.1,-5.2,11.0,4.3,9.5,-4.9,-10.8,-0.1,-17.3
CCCN1Cc2cccc(C(N)=O)c2C1=O,6.4,11.2,0.9,1.0,6.2,1.1,2.5,-11.6,3.5
Clc1cccc(NCc2nnc3n2CCCCC3)c1,6.5,-8.1,0.9,4.6,17.1,-3.6,-27.3,-15.0,-1.5
COCCc1nc2ccc(C(=O)N3CCCCC3COC)cc2o1 (stereo not given),3.4,-1.2,0.1,1.0,-9.8,-1.3,-5.1,-9.4,14.5
Cc1cc(C(=O)NCc2ccccc2Br)no1,8.8,-7.5,-0.2,5.6,10.5,-4.4,14.1,-14.5,-7.6
Cc1noc(C)c1COc1ccc(C(=O)N2CCN(c3ccccc3O)CC2)cc1,-2.6,-8.7,0.7,5.9,-10.0,-4.8,4.5,-3.9,-12.4
CCCn1c(=N)n(CC(O)c2ccc(C)cc2)c2ccccc21 (stereo not given),3.0,-24.6,2.4,14.1,28.5,-5.7,-2.6,-16.6,-14.0
COc1cccc(OCC(=O)NC2CCS(=O)(=O)C2)c1 (stereo not given),4.6,-7.8,0.3,4.6,-2.8,-2.3,5.6,1.3,nt
O=c1n(-c2ccccc2)c(=O)n2n1CCCC2,6.0,-9.7,0.6,2.7,6.0,-7.6,-13.0,-2.4,-7.3
COc1ccc(N2CCN(C(=O)c3ccncc3)CC2)cc1,5.9,-10.1,0.7,12.8,20.4,-3.4,-1.7,-7.4,-2.8
C=CCn1cc(C(=O)NCc2cccnc2)c(=O)c2cc(S(=O)(=O)N(CC)CC)ccc21,0.5,-19.1,-0.4,10.3,3.8,-10.0,-12.4,-1.7,-18.0
Cc1ccc(N(CC(O)CN2CCOCC2)S(=O)(=O)c2ccc([N+](=O)[O-])cc2)cc1 (stereo not given),5.3,-10.2,0.0,11.5,13.9,-5.9,9.4,-6.1,-20.9
COc1ccc(CNCC(O)(c2ccccc2)c2ccccc2)cc1OC,5.2,-8.1,2.1,4.4,16.3,-10.3,9.2,-1.6,-23.6
O=C(CSc1nnc(CNC(=O)c2ccco2)o1)Nc1cccc(F)c1,1.2,-2.3,0.9,3.2,-27.0,-1.7,-5.5,-0.8,9.9
Cc1ccc(C(C)(C)NC(=O)C2CCC(=O)N(CCCN3CCOCC3)C2)cc1 (stereo not given),1.8,-6.0,0.9,4.0,7.0,-4.6,-20.9,-11.0,-4.0
COc1ccc(Cl)cc1NC(=O)COC(=O)CCCN1C(=O)c2ccccc2C1=O,4.8,3.0,3.9,0.9,12.7,-11.4,21.0,-6.3,-22.9
